Screening results: PubChem, Broad Institute
PGC1a acetyl inh: lowers PGC1a acetylation signal in U2OS cells; inhibition, % at 15.6 µM; AlphaScreen anti-acetyl-lysine; with virally co-expressed GCN5 acetyltransferase; 350,000 compounds, 0.17% hits;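 active = every replicate shows inhibition of at least 40%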;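 also: 0% = neutral control wells and 100% = positive control wells; some results beyond the cut were filed as inactive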
S100A4 MyoIIA: inhibitors of human S100A4 binding to myosin IIA peptide; S100A4/TAMRA-MyoIIA peptide fluorescence polarization; 360,000 compounds, 0.14% hits; inhibition, % at 10.7 µM;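 active = mean inhibition of at least 70% across replicates, with every replicate also reaching that level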
Target sequence (P26447 whole entry, looked up): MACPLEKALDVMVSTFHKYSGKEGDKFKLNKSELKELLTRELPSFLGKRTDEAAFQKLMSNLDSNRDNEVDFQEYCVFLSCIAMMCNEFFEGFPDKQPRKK
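Material: S100A4 monomer protein | Medium: HEPES pH 7.2 with CaCl2, KCl, NaCl, DTT, Triton | Reagent: Labelled myosin peptide probe, 5 nM | Doses: One dose per compound | Times: 5 min incubation before reading | Benchmarks: Neutral control DMSO, positive control TFP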
LGR2 inh: inhibitors of bursicon-induced Drosophila LGR2 receptor cAMP signaling; HEK293 LGR2, CRE-luciferase, bursicon-stimulated, 4 h; inhibition, % at 9.99 µM; 380,000 compounds, 0.35% hits;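 active = drop in luminescence signal, shown as inhibition above about 50% in the replicate tests, limit read from the data, passing the limit was not always enough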;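 also: agonist challenge used bursicon conditioned medium at about half maximal strength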
ERAP1 inh: blocks human ERAP1 aminopeptidase activity | Q9NZ08 | recombinant ERAP1, Leu-AMC fluorescence, 60 min | inhibition, % at 10.7 µM | 340,000 compounds, 0.15% hits | AID 652197;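 active = mean replicate inhibition of at least 30%, or all replicates individually reaching that 30% level; inactive = mean below 30% and not every replicate reaching it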;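 also: 0% = neutral control wells and 100% = L-leucinethiol positive control wells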
Target sequence (Q9NZ08 whole entry, looked up): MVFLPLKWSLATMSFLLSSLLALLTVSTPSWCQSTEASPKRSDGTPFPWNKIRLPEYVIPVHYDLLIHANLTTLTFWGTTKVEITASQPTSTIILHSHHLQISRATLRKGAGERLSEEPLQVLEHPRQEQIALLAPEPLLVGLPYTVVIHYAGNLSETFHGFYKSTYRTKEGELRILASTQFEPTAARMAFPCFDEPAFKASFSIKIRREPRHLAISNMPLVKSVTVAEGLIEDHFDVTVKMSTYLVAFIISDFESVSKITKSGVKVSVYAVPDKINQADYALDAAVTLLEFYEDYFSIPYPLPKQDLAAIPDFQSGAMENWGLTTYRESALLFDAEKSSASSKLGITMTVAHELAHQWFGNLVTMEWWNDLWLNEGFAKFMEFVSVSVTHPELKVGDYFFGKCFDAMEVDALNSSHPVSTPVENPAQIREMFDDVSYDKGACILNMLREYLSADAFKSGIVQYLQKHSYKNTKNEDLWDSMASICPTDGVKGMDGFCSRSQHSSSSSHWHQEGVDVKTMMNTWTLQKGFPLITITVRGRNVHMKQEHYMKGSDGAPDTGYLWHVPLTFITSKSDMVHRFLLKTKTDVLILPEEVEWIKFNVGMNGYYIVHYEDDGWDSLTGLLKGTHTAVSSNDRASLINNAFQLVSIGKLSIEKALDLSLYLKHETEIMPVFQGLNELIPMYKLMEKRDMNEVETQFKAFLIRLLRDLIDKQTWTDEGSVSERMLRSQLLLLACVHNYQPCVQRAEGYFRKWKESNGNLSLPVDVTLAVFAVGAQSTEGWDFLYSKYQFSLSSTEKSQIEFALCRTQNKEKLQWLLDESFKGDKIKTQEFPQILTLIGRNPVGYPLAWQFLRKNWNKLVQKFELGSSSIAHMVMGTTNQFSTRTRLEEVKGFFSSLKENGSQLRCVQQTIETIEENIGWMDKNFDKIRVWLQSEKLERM
Xi reactivation: reactivates the inactive X chromosome in mouse fibroblasts; AID 743238; activation, % at 7.58 µM; XiGFP mouse fibroblasts, % GFP-positive cells imaging, 3 d; cells co-treated with 5-aza-dC sensitizer; scaled so ellipticine positive control = 100%; 360,000 compounds, 0.055% hits;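 active = mean normalized replicate activation at least 10% and every replicate at or above 10%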;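 also: 0% = median of on-plate neutral control wells and 100% = ellipticine 6 µM median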
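Assay system: SV40-immortalized XiGFP fibroblast cells, line 68-5-11; buffer or medium: DMEM plus 5-aza-dC sensitizer; compound: one concentration, pinned; timing: compounds 3 days, fix/stain 15 min at room temperature; benchmarks: positive control ellipticine, 6 µM final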
SIRT5 inh: sirtuin-5 (human) deacylase inhibition; Q9NXA8; Purified SirT5, succinyl-peptide AMC, trypsin-coupled fluorescence; inhibition, % at 15 µM; 330,000 compounds, 1.1% hits; AID 652115; in the data active = inhibition above about 15%
Cneo AK release: Cryptococcus neoformans lysis via adenylate kinase release; AID 651654; 360,000 compounds, 0.2% hits; lysis activity, % at 15 µM; C. neoformans lysis, adenylate kinase release luminescence, 4 h; normalised: neutral wells 0, clomiphene wells 100;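 active = mean lysis activity across replicates of at least 80%, whatever share of replicates individually reach that level; inactive = mean lysis activity below 80%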
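Test system: log-phase Cryptococcus neoformans yeast cells. Input: 5 × 10^6 yeast cells/mL. Medium: fresh YPD growth medium. Doses: single dose. Incubation: static 4 h at 37 °C with compound, 1 h detection. Measured by: luminescent adenylate kinase detection reagent. Read-out: signal increase indicating cell lysis. Benchmarks: Clomiphene.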
C2C12 statin: suppression of simvastatin myotoxicity; AID 602340; rescue of ATP level, % at 7.49 µM; C2C12 myotubes + simvastatin, ATP luminescence, 48 h; scaled: DMSO 0, geranylgeraniol control 100; 330,000 compounds, 0.78% hits;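 active = mean ATP rescue above about 67%, or every replicate alone reaching that limit, limit read from the data, passing the limit was not always enough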;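 also: myotubes were challenged with 10 µM simvastatin during compound exposure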
An asterisk follows results filed as active; & = joins results of further samples.

For O=S(=O)(c1ccccc1)N1CN(c2ccc(F)cc2F)c2nc3ccccc3nc21 the results were PGC1a acetyl inh -23, S100A4 MyoIIA 2, LGR2 inh -4, ERAP1 inh 2, Xi reactivation 0.2, Cneo AK release 2 and C2C12 statin -11.
COc1ccc(-n2c(O)c(C=Nc3ccccc3)c3ccccc3c2=O)cc1OC was read as PGC1a acetyl inh 1, S100A4 MyoIIA 4, LGR2 inh -7, ERAP1 inh -1, Xi reactivation 0.2, SIRT5 inh -3, Cneo AK release 5 and C2C12 statin 38.
Screening CC(NC(=O)C1CCN(C(=O)[C@@H]2Cc3ccccc3CN2)CC1)c1ccccc1 (stereo partly drawn) returned PGC1a acetyl inh 1, S100A4 MyoIIA 6, LGR2 inh 1, ERAP1 inh 1, Xi reactivation 0.0, SIRT5 inh -1, Cneo AK release 3 and C2C12 statin -9.
For O=C1Nc2ccccc2N=C(c2ccccc2)c2ccccc21 the results were PGC1a acetyl inh -10, S100A4 MyoIIA 0, LGR2 inh -16, ERAP1 inh 1, Xi reactivation 0.3, SIRT5 inh -2 and Cneo AK release 0.
`O=S(=O)(NCCN1CCOCC1)c1cccc(C(F)(F)F)c1` gave S100A4 MyoIIA -4, LGR2 inh -4, ERAP1 inh 3, Xi reactivation 0.1, SIRT5 inh 1, Cneo AK release 0 and C2C12 statin 18.
Screening CCN(CC)c1ccc(C(=O)OCC(=O)Nc2cc3oc4ccccc4c3cc2OC)cc1 returned PGC1a acetyl inh -12, LGR2 inh 14, Xi reactivation 0.2, Cneo AK release -3 and C2C12 statin 0.
`COCC(=O)N(C)C[C@@H]1Oc2ncc(/C=C/c3ccccc3)cc2C(=O)N([C@@H](C)CO)C[C@H]1C` gave PGC1a acetyl inh 8, S100A4 MyoIIA 11, LGR2 inh -9, ERAP1 inh 1, Xi reactivation -0.6, SIRT5 inh -3, Cneo AK release -1 and C2C12 statin 2.
For O=C(c1cc(S(=O)(=O)N2CCN(c3ccccc3)CC2)ccc1Cl)N1CCCC(C(F)(F)F)C1 (stereo not drawn) the results were S100A4 MyoIIA 0, LGR2 inh 15, ERAP1 inh -1, Xi reactivation -0.8, SIRT5 inh -1, Cneo AK release 0 and C2C12 statin 1.
`CCc1cccc(C)c1NC(=O)C1CCN(c2nn3c(=O)cc(C)nc3s2)CC1` gave PGC1a acetyl inh 13, S100A4 MyoIIA -4, LGR2 inh 12, ERAP1 inh 0, Xi reactivation 0.2, SIRT5 inh -1 and C2C12 statin 20.
C[C@H](CO)N1C[C@H](C)[C@@H](CN(C)C(=O)Nc2ccnc(N3CCOCC3)c2)OCc2cn(nn2)CCCC1=O was read as PGC1a acetyl inh 4, S100A4 MyoIIA 4&-2, LGR2 inh 9, ERAP1 inh 0&-1, Xi reactivation 1.6&-0.1, SIRT5 inh -8&3, Cneo AK release -20 and C2C12 statin 20.
Screening CCCNC(=O)C1(C)CCN1C(=O)Cc1ccc(C(C)C)cc1 (stereo not drawn) returned PGC1a acetyl inh -5, S100A4 MyoIIA 6, LGR2 inh 17, ERAP1 inh 3, Xi reactivation 0.0, Cneo AK release 3 and C2C12 statin 2.
Screening O=C(c1ccc(S(=O)(=O)NCC2CCCO2)cc1)N1CCN(c2cccc(Cl)c2)CC1 (stereo not drawn) returned S100A4 MyoIIA 1, LGR2 inh 0, Xi reactivation 0.2 and SIRT5 inh -1.
For CC(C)(C)c1ccc(CC(=O)N2CCC2(C)C(=O)NS(=O)(=O)c2ccc3c(c2)CCO3)cc1 (stereo not drawn) the results were PGC1a acetyl inh 4, S100A4 MyoIIA -2, LGR2 inh -14, ERAP1 inh 2, Xi reactivation 0.0, SIRT5 inh 0, Cneo AK release -1 and C2C12 statin -3.
Screening Cc1nn(C)cc1/C=N/NC(=O)Cn1cncn1 returned PGC1a acetyl inh 5, S100A4 MyoIIA 2, LGR2 inh -7, ERAP1 inh -3, Xi reactivation -0.2, SIRT5 inh 0, Cneo AK release 4 and C2C12 statin 6.
Screening C[C@@H]1CN([C@@H](C)CO)C(=O)Cc2cc(NC(=O)Nc3ccc(C(F)(F)F)cc3)ccc2O[C@@H]1CN(C)C(=O)Nc1ccc(F)cc1 returned PGC1a acetyl inh -10, S100A4 MyoIIA -3, LGR2 inh -28, ERAP1 inh 1, Xi reactivation -1.0, SIRT5 inh 3, Cneo AK release -2 and C2C12 statin -77.
For COc1ccc(S(=O)(=O)N(C)C[C@@H]2OCCCC[C@H](C)Oc3ccc(NC(=O)Nc4c(C)noc4C)cc3C(=O)N([C@@H](C)CO)C[C@@H]2C)cc1 the results were PGC1a acetyl inh 21, S100A4 MyoIIA -6, LGR2 inh 13, ERAP1 inh -1, Xi reactivation 0.3, SIRT5 inh 2, Cneo AK release 51 and C2C12 statin 13.
Screening COc1ccc2c3c([nH]c2c1)[C@H](CO)N(C)CC31CCN(S(=O)(=O)c2cn(C)cn2)CC1 returned PGC1a acetyl inh 3, S100A4 MyoIIA -5, LGR2 inh -2, ERAP1 inh 1, Xi reactivation 0.0 and SIRT5 inh 6.
`CCC1Sc2ccc(S(=O)(=O)Nc3cc(OC)cc(OC)c3)cc2NC1=O` (stereo not drawn) gave S100A4 MyoIIA 1, LGR2 inh 0, ERAP1 inh 1, Xi reactivation 0.1, SIRT5 inh 1, Cneo AK release 6 and C2C12 statin 40.
COc1cccc(NC(=O)C2CCN(c3cnccn3)CC2)c1 was read as S100A4 MyoIIA -13, LGR2 inh 3, ERAP1 inh 2, Xi reactivation 0.1, SIRT5 inh -2, Cneo AK release 3 and C2C12 statin -1.
For CN(C)S(=O)(=O)c1ccc(C(=O)Nc2ccc(F)cc2F)cc1 the results were PGC1a acetyl inh 4, S100A4 MyoIIA -2, LGR2 inh -19, ERAP1 inh 2, Xi reactivation -0.2, SIRT5 inh -4, Cneo AK release 1 and C2C12 statin -1.
For N#Cc1cccc(C(=O)N(CCc2ccccc2)Cc2cccs2)c1 the results were PGC1a acetyl inh 9, S100A4 MyoIIA -9, LGR2 inh -6, ERAP1 inh 1, Xi reactivation 0.4, SIRT5 inh 0, Cneo AK release 7 and C2C12 statin 36.
CCS(=O)(=O)N1CCC2(CC1)CN(C(=O)Nc1c(C)noc1C)[C@H](CO)c1c2c2ccc(OC)cc2n1C was read as PGC1a acetyl inh 2, S100A4 MyoIIA -11, LGR2 inh -2, ERAP1 inh 2, Xi reactivation 0.3 and SIRT5 inh -6.
For O=C(c1ccc(=O)[nH]c1)N1CCCc2ccccc21 the results were PGC1a acetyl inh -1, S100A4 MyoIIA -2, LGR2 inh 5, ERAP1 inh 1, Xi reactivation 0.0, SIRT5 inh -2, Cneo AK release 6 and C2C12 statin 6.
`O=C(c1cc([N+](=O)[O-])ccc1N1CCCC1)N1CCCCC1` gave PGC1a acetyl inh 3, S100A4 MyoIIA 5, LGR2 inh 6, ERAP1 inh -4, Xi reactivation 0.1 and SIRT5 inh 1.
`C(=N\Nc1nc(-c2ccccc2)cs1)/c1ccncc1` gave S100A4 MyoIIA 1, LGR2 inh -78, ERAP1 inh 13, Xi reactivation 0.0 and SIRT5 inh -4.
`CC(C)C(NC(=O)c1ccccc1)C(=O)N1CCCCCC1` (stereo not drawn) gave S100A4 MyoIIA 0, LGR2 inh 7, ERAP1 inh -4, Xi reactivation 0.0, SIRT5 inh -2, Cneo AK release -1 and C2C12 statin -11.
Cc1ccc(S(=O)(=O)N2CCOC2CNC(=O)C(=O)NCCN2CCOCC2)cc1 (stereo not drawn) was read as S100A4 MyoIIA 0, LGR2 inh -16, ERAP1 inh -4, Xi reactivation -0.1, SIRT5 inh -3, Cneo AK release 0 and C2C12 statin 0.
For O=C(c1ccncc1)N1C[C@@H]2[C@H](c3ccccc31)[C@@H](CO)N2C(=O)c1ccccc1F the results were PGC1a acetyl inh 8, S100A4 MyoIIA -1, LGR2 inh -4, ERAP1 inh 1, Xi reactivation 0.0, SIRT5 inh -2, Cneo AK release -3 and C2C12 statin -6.
Screening CC(=O)OC1CCC2(C)C(CCC3C2CC(=O)C2(C)C3CC(C3CCCC3=O)C2C(C)=O)C1 (stereo not drawn) returned S100A4 MyoIIA -2, LGR2 inh 0, ERAP1 inh 2, Xi reactivation 0.0, SIRT5 inh 15*, Cneo AK release 0 and C2C12 statin -11.
Screening CC(C)(C)NCC(O)COc1cccc2c1CCC(=O)N2 (stereo not drawn) returned PGC1a acetyl inh -5, S100A4 MyoIIA -8, LGR2 inh 5, ERAP1 inh -4, Xi reactivation -0.3, SIRT5 inh 8, Cneo AK release 0 and C2C12 statin 10.
For C=CCN(c1ccccc1OC)S(=O)(=O)c1ccc(Cl)c(C(=O)NCc2ccco2)c1 the results were PGC1a acetyl inh -11, S100A4 MyoIIA 2, LGR2 inh 6, ERAP1 inh 0, Xi reactivation 0.0, Cneo AK release 1 and C2C12 statin -6.
For Cc1cc(NC(=O)CN(C)CC(=O)Nc2ccc(Cl)cc2)no1 the results were PGC1a acetyl inh -5, S100A4 MyoIIA -4, LGR2 inh 4, ERAP1 inh 2, Xi reactivation -1.0, SIRT5 inh -4, Cneo AK release 0 and C2C12 statin -15.
For CC(C)NC(=O)N(C)C[C@H]1Oc2cc(C#Cc3cccc(F)c3)ccc2S(=O)(=O)N([C@@H](C)CO)C[C@@H]1C the results were PGC1a acetyl inh 4, S100A4 MyoIIA 0, LGR2 inh 16, ERAP1 inh -2, Xi reactivation -1.0, SIRT5 inh 0, Cneo AK release -6 and C2C12 statin 11.
Screening C[C@@H]1CN([C@@H](C)CO)C(=O)c2cc(NC(=O)Nc3ccccc3)ccc2O[C@@H]1CN(C)S(=O)(=O)c1ccc(F)cc1 returned PGC1a acetyl inh 5, S100A4 MyoIIA -2, LGR2 inh -21, ERAP1 inh -7, Xi reactivation -1.3, SIRT5 inh 7, Cneo AK release -1 and C2C12 statin -27.
For Cc1ccccc1CN1C(=O)CN(S(C)(=O)=O)CC1(C)C(=O)NC(C)C (stereo not drawn) the results were S100A4 MyoIIA 10, LGR2 inh -2, ERAP1 inh -5, Xi reactivation 0.0 and SIRT5 inh -2.
`O=C(C[C@@H]1CC[C@H](NC(=O)NC2CCCCC2)[C@H](CO)O1)NCc1ccccc1` gave PGC1a acetyl inh -7, S100A4 MyoIIA -3, LGR2 inh -3, ERAP1 inh -6, Xi reactivation 0.2, SIRT5 inh 0, Cneo AK release -5 and C2C12 statin -6.
`CC(/C=C/c1ccccc1)=N\Nc1nc(C)cc(C)n1` gave PGC1a acetyl inh 0, LGR2 inh -3, Xi reactivation 0.9, Cneo AK release 7 and C2C12 statin -8.

Among those listed so far, two have a furan ring, fused or not:
Screening CCN(CC)c1ccc(C(=O)OCC(=O)Nc2cc3oc4ccccc4c3cc2OC)cc1 returned PGC1a acetyl inh -12, LGR2 inh 14, Xi reactivation 0.2, Cneo AK release -3 and C2C12 statin 0.
For C=CCN(c1ccccc1OC)S(=O)(=O)c1ccc(Cl)c(C(=O)NCc2ccco2)c1 the results were PGC1a acetyl inh -11, S100A4 MyoIIA 2, LGR2 inh 6, ERAP1 inh 0, Xi reactivation 0.0, Cneo AK release 1 and C2C12 statin -6.

These rows are one share of the data; count on the stated rates, not on these rows.
